Assay outcomes: PubChem BioAssay, The Scripps Research Institute Molecular Screening Center
EBNA-1 inhibitor – blocks EBNA-1 binding to DNA; 300,000 compounds, 0.34% hits; inhibition, % at 14.8 µM; EBNA-1 DNA binding, fluorescence polarization; in the data active = inhibition above about 28%
LYPLA1 inh – blocks human lysophospholipase 1, a PME1 counter-screen | O75608 | recombinant LYPLA1, FP-Rh probe fluorescence polarization | inhibition, % at 5.9 µM | 320,000 compounds, 0.16% hits;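 active = inhibition above the mean of all tested compounds plus 3 SD, set per campaign, cut at about 14% in these data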;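 note: inhibitors block serine hydrolase probe labeling of LYPLA1 so polarization falls; 0% = enzyme with DMSO and 100% = wells lacking LYPLA1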
Target sequence (O75608 whole entry, looked up): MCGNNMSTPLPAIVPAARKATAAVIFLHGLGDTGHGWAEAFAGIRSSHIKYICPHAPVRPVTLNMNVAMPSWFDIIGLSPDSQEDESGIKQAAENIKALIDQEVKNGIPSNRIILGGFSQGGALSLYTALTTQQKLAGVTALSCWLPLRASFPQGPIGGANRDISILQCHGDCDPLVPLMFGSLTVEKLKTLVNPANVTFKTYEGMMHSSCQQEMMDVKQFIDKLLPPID
GSTO1 inh – GSTO1 inhibition, counter-screen for RBBP9 inhibitors. P78417. recombinant GSTO1, activity-based probe fluorescence polarization. inhibition, % at 5.96 µM. 300,000 compounds, 1.1% hits. AID 1974;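 active = inhibition above the campaign mean inhibition plus 3 SD, cut at about 35% in these data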;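 note: 0% = GSTO1-1 with DMSO and 100% = wells lacking GSTO1-1 enzyme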
Target sequence (P78417 whole entry, looked up): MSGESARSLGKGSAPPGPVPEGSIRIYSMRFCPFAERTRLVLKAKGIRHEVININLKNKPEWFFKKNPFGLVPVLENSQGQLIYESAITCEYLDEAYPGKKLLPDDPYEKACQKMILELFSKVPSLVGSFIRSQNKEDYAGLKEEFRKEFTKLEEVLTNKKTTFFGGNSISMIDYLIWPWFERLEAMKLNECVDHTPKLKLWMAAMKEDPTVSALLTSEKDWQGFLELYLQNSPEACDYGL
PAFAH1B3 inh – inhibitors of human PAFAH1B3; Q15102; recombinant PAFAH1B3, FP-rhodamine probe, fluorescence polarization; inhibition, % at 3.39 µM; 340,000 compounds, 0.28% hits; AID 492972;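 active = inhibition above the screen-wide average of all tested compounds plus 3 SD, cut at about 25% in these data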;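 note: 0% = enzyme with DMSO only and 100% = wells lacking PAFAH1B3 protein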
ZTA DNA inh – counter-screen for EBNA-1 inhibitors: inhibitors of Epstein-Barr virus ZTA | 320,000 compounds, 0.15% hits | P03206 | ZTA-DNA binding, fluorescence polarization | AID 2234 | inhibition, % at 11 µM; in the data active = inhibition above about 33%
Target sequence (P03206 whole entry, looked up): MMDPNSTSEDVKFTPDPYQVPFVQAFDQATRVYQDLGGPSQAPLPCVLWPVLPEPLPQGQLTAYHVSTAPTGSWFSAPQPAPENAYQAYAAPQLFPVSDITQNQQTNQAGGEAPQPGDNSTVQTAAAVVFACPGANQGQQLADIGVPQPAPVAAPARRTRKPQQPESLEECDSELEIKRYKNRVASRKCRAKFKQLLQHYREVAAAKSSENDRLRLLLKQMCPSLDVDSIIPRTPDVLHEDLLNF
LYPLA2 counter – LYPLA2 (human) inhibition in PME1 counter-screen | O95372 | recombinant LYPLA2, FP-Rh probe fluorescence polarization | inhibition, % at 5.9 µM | 320,000 compounds, 0.38% hits;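 active = inhibition above the screen-wide mean plus 3 SD, limit set per campaign, cut at about 26% in these data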;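 note: 0% = LYPLA2 with DMSO and 100% = wells lacking LYPLA2 enzyme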
Target sequence (O95372 whole entry, looked up): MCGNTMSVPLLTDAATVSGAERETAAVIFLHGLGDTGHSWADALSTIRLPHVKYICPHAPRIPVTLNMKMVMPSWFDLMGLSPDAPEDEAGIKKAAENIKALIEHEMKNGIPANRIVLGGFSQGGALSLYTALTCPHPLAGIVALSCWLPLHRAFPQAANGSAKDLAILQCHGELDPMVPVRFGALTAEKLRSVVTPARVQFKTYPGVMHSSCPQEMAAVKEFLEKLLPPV
PAD4 FP inh – inhibitors of human PAD4; Q9UM07; recombinant PAD4, RCA probe fluorescence polarization; inhibition, % at 6.36 µM; 330,000 compounds, 0.41% hits;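 active = percent inhibition above a cutoff equal to the mean of all tested compounds plus 3 SD, cut at about 15% in these data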;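 note: 0% = PAD4 with RCA probe and DMSO and 100% = probe without PAD4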
PREPL inh – human PREPL enzyme inhibition | Q4J6C6 | recombinant PREPL, fluorescence polarization activity-based probe | inhibition, % at 5.96 µM | 320,000 compounds, 0.68% hits; in the data active = inhibition above about 43%;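 note: 0% = enzyme with DMSO and 100% = wells lacking enzyme; many of its hits are not listed in these tables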
PAFAH2 inh – PAFAH2 (human) inhibition. Q99487. inhibition, % at 3.39 µM. 340,000 compounds, 0.99% hits. AID 492956. recombinant PAFAH2, FP-rhodamine activity probe, fluorescence polarization;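 active = inhibition above the mean over all tested compounds plus 3 SD, cut at about 30% in these data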;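 note: inhibitors block probe labeling of enzyme so polarization drops; 0% = enzyme with DMSO and 100% = wells lacking PAFAH2 protein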
* hit, by the source's call; / = no result given. These rows are one share of the data; the hit share may differ from the screen's.

mol | PREPL inh | LYPLA1 inh | PAFAH2 inh | LYPLA2 counter | ZTA DNA inh | EBNA-1 inhibitor | GSTO1 inh | PAFAH1B3 inh | PAD4 FP inh
Cc1csc(NC(=O)c2ccc(S(C)(=O)=O)cc2)n1 | 9.0 | 0.5 | -1.5 | 1.3 | -8.8 | 4.8 | 4.9 | 0.3 | 0.5
COc1cc(OC)cc(C(=O)NCC(=O)OCC(=O)N2CCc3ccccc32)c1 | -3.8 | -0.1 | 7.2 | 0.8 | -2.2 | -0.1 | 2.4 | 14.8 | -0.2
CCOC(=O)C1(CC/C(C)=N\NC(N)=O)CC(C)OC1=O (stereo not drawn) | -2.9 | 1.3 | -6.4 | 8.5 | -7.8 | -3.2 | -1.7 | 1.3 | -1.0
CCCC(=O)Nc1nnc(SCC)s1 | -2.2 | 0.0 | 4.8 | -0.6 | 2.8 | 1.9 | -0.8 | 2.3 | -2.3
CC1(CC(=O)N/N=C/c2cc3c(cc2Br)OCO3)OCCO1 | -3.9 | -0.5 | 2.4 | -6.1 | -15.6 | -2.9 | 9.7 | 6.8 | 1.3
CC(=O)Nc1cccc(NC(=O)c2oc3ccccc3c2C)c1 | -6.3 | -7.0 | / | -5.2 | -18.8 | 2.2 | -13.9 | / | 5.7
C[C@H](CO)N1C[C@H](C)[C@@H](CN(C)C(=O)Nc2ccc(C(F)(F)F)cc2)Oc2ccc(NS(=O)(=O)c3cccs3)cc2C1=O | 41.3 | / | 9.6 | / | / | / | / | 4.7 | -1.1
CCOC(=O)C1=C(C)NC(=O)NC1c1ccc2c(c1)OCCO2 (stereo not drawn) | -4.3 | 0.9 | -0.5 | 0.2 | 1.0 | 4.6 | -8.2 | 3.9 | -2.1

Some of these compounds in order of their number in PAFAH1B3 inh, highest first.
SMILES	PAFAH1B3 inh
CCOC(=O)C1=C(C)NC(=O)NC1c1ccc2c(c1)OCCO2 (stereo not drawn)	3.9
CCOC(=O)C1(CC/C(C)=N\NC(N)=O)CC(C)OC1=O (stereo not drawn)	1.3
Cc1csc(NC(=O)c2ccc(S(C)(=O)=O)cc2)n1	0.3

More compounds
mol | PREPL inh | LYPLA1 inh | PAFAH2 inh | LYPLA2 counter | ZTA DNA inh | EBNA-1 inhibitor | GSTO1 inh | PAFAH1B3 inh | PAD4 FP inh
CC(=O)Nc1ccc(SCC(=O)NC(=O)c2ccccc2Br)cc1 | -1.0 | -0.5 | 3.0 | -3.5 | -5.6 | / | / | -0.2 | 3.9
COc1ccc(NC2CCCN(C(=O)CCN3CCOCC3)C2)cc1 (stereo not drawn) | -5.4 | 1.6 | 8.5 | 3.4 | -21.3 | -6.7 | 9.8 | 3.9 | 6.1
Cc1cc(C(=O)COc2ccc3ccc(=O)oc3c2)c(C)n1Cc1cccs1 | -0.3 | 0.3 | 2.6 | 7.0 | -13.7 | -0.1 | 7.2 | -3.6 | 2.0
CC1CCN(c2nnc(-c3ccccc3)c3ccccc23)CC1 | -0.6 | -0.5 | 5.5 | -2.0 | 10.4 | 7.8 | 7.7 | 4.9 | -4.0
CCN(CC)C(=O)Oc1ccc2c(=O)c(-c3ccc(OC)cc3)c(C)oc2c1 | -11.0 | 2.8 | -11.6 | 6.4 | -14.1 | -2.3 | -3.8 | -3.7 | -2.8
CC(C)c1cccc(C(C)C)c1NC(=O)Cn1c(=O)cnc2ccccc21 | -5.0 | -2.8 | 5.4 | -3.2 | -2.6 | 0.5 | -5.6 | 1.1 | -4.3
CCOC(=O)Cc1csc(/N=C/c2c(O)n(-c3ccccc3C(F)(F)F)c(=O)c3ccccc23)n1 | -3.1 | -1.1 | -6.3 | 5.4 | -12.8 | -4.5 | 0.3 | 0.5 | 5.0
COc1ccc(S(=O)(=O)N2CCc3ccccc32)cc1C(=O)Nc1cccnc1 | 1.0 | -4.5 | 7.0 | -3.5 | -16.5 | -7.8 | 2.8 | -2.5 | -3.0
CCOC(=O)N1CCN(CC(O)COCCC23CC4CC(CC(C4)C2)C3)CC1 (stereo not drawn) | 0.9 | -3.1 | 8.5 | -6.1 | -1.0 | -4.3 | 2.9 | 5.3 | 2.6
Cn1c(=O)c(C(=O)CN2CCN(S(=O)(=O)c3ccccc3)CC2)c(N)n(Cc2ccccc2)c1=O | 7.8 | -1.9 | -3.0 | -6.3 | -3.4 | -10.7 | 0.1 | 2.9 | -2.0
O=C(c1cccc(Oc2ccccc2)c1)N1CCN(c2ccccn2)CC1 | -87.3 | -5.8 | 2.2 | 7.3 | 7.1 | 5.6 | -0.5 | 7.3 | 6.5
CCOc1ccc(NC(=O)CC(NCc2ccccn2)C(=O)O)cc1 (stereo not drawn) | 20.6 | 0.6 | 7.0 | 6.1 | -8.4 | -8.3 | 3.2 | 1.2 | -2.7
Clc1ccccc1CN(Cc1ccccc1)C(c1cccs1)c1nnnn1C1CCCC1 (stereo not drawn) | 1.6 | -4.7 | -4.4 | -8.6 | 16.3 | 10.6 | -2.8 | 11.2 | 2.2
CCOc1cc([N+](=O)[O-])cc(/C=N/NC(=O)c2c(-c3ccccc3)noc2C)c1O | 3.2 | -1.3 | -1.2 | 0.9 | -2.7 | -0.3 | -7.5 | 11.6 | -1.6
O=C(CNC(=O)c1ccccc1)NCc1ccc(Cl)cc1 | 10.1 | 1.6 | 1.4 | 3.1 | 1.2 | -4.8 | 10.1 | 5.3 | -3.2
CC(C)NCc1nnc(-c2ccc(Cl)cc2)o1 | -12.4 | -4.3 | -5.7 | -0.2 | -6.3 | 12.9 | -2.6 | -2.0 | 3.9
O=C(COc1ccccc1)Nc1cc(NC(=O)COc2ccccc2)cc(C(=O)O)c1 | -14.6 | -3.5 | -18.7 | -0.3 | -9.9 | -2.4 | -5.0 | 6.4 | 1.5
CCOc1ccc(CCNc2cc(C)nc3ncnn23)cc1OCC | -6.9 | 0.4 | -2.3 | -1.1 | 2.4 | -3.9 | 1.0 | 11.1 | 4.0
CCCOc1ccc(C(=O)N(CC(C)C)c2c(N)n(Cc3ccccc3)c(=O)[nH]c2=O)cc1 | 8.2 | 4.8 | -2.1 | -2.5 | 12.6 | -0.1 | 3.4 | 13.1 | -0.6
Cc1nn(-c2ccccc2)c2sc(C(=O)OCC(=O)N3CCCCC3)cc12 | 4.4 | -3.8 | 2.4 | -4.0 | -11.5 | -16.5 | 0.6 | -4.1 | 4.2
C[C@@H]1C=C(C(=O)N2CCN(Cc3ccc4c(c3)OCO4)CC2)O[C@H](OCCCCO)C1 | 7.1 | 4.4 | 3.6 | 6.0 | 1.3 | -2.2 | 8.8 | -4.2 | -0.3
O=C(NCc1ccco1)c1cnn2cccnc12 | 2.5 | -1.6 | -4.5 | -0.6 | 16.2 | 12.9 | 0.2 | 3.9 | -1.2
Nn1c(SCC(=O)Nc2cc(S(=O)(=O)N3CCOCC3)ccc2Cl)nnc1-c1cccnc1 | -2.3 | -1.1 | 0.3 | 4.6 | 19.7 | 9.3 | -1.3 | 5.1 | -1.9
CC(=O)N1CCc2cc(Br)cc(S(=O)(=O)CCC(=O)Nc3c(C)n(C)n(-c4ccccc4)c3=O)c21 | -0.9 | 2.7 | -2.8 | 0.4 | 4.2 | 3.5 | 2.5 | 3.1 | -0.2
COc1ccc2oc(C(=O)OCC(=O)N(C)c3ccccc3)c(C)c2c1 | -9.3 | -1.2 | 1.4 | 4.7 | -6.0 | 3.7 | -6.2 | 0.6 | -3.8
CCS(=O)(=O)N1Cc2ccccc2CC1C(=O)NCCc1c[nH]c2ccccc12 (stereo not drawn) | 15.2 | 1.0 | 2.7 | 3.4 | -9.3 | -9.9 | 4.8 | 6.4 | -2.1
c1ccc(-n2ncc3c2ncn2nnnc32)cc1 | 7.1 | -2.6 | 6.8 | -0.1 | 10.2 | 13.1 | 3.3 | 3.2 | 0.2
Cc1ccc(S(=O)(=O)NNC(=O)Nc2ccc(C)c(C)c2)c(C)c1 | -36.3 | -0.8 | -0.9 | -2.2 | 10.4 | 8.8 | 2.1 | 1.5 | -2.1
COc1ccc(/C=C(/NC(=O)c2ccccc2)C(=O)NCc2ccncc2)cc1 | 9.7 | -1.6 | 6.2 | 3.3 | 3.5 | 0.2 | -3.0 | 5.8 | -5.5
CCOC(=O)c1ccc(CN2Cc3ccccc3C2=O)cc1 | 12.8 | -4.4 | 1.4 | -3.2 | 11.8 | 14.2 | 4.8 | 11.4 | -3.4
CCn1c(=O)c(C(=O)NNC(=O)c2ccccc2Cl)c(O)c2ccccc21 | 8.5 | 0.0 | -2.4 | 8.0 | -10.8 | -3.3 | -3.2 | 12.5 | 1.9
CCOc1ccc(S(=O)(=O)n2cc(F)c(=O)[nH]c2=O)cc1 | 5.7 | 1.5 | / | 4.9 | -0.8 | -3.9 | -0.2 | / | 0.4
COc1ccc(-c2nnn(CC(=O)N(CC(=O)NC3CCCC3)c3cccc(C)c3)n2)cc1OC | 5.3 | 1.0 | -0.1 | 2.9 | -31.9 | -0.6 | 4.3 | 1.8 | -3.5
O=C(O)C1CC(c2ccccc2)=Nc2ccccc2S1 (stereo not drawn) | -7.3 | -6.2 | -1.7 | 2.0 | 15.8 | 10.5 | 7.3 | 2.7 | -2.4
O=C1N(Cc2cccnc2)C[C@@H]2C[C@@H](c3cccc(OC4CCCC4)c3)N3CCC[C@@]123 | -1.4 | -3.5 | 17.3 | 4.5 | -20.6 | -13.4 | -6.1 | 7.7 | 0.1
O=C(NC(=S)Nc1nc(-c2ccc(Cl)cc2)cs1)c1cccs1 | 10.6 | 2.2 | 3.6 | -2.5 | 9.3 | -0.3 | 4.3 | 0.6 | -6.0
Cn1c(CNc2ccccc2)cc(=O)n(C)c1=O | 1.1 | 0.8 | 1.6 | 6.2 | 2.4 | -2.4 | -0.4 | 5.0 | 2.5
COc1cccc(NC(=O)CSCc2cc(=O)n3nc(C4CC4)sc3n2)c1 | 4.6 | -1.6 | 8.2 | -2.8 | 2.8 | -4.7 | 10.3 | -0.8 | 4.1
O=C(Cc1c(F)cccc1Cl)N/N=C/c1cccs1 | -1.5 | -3.0 | 0.8 | -1.9 | -5.8 | -4.5 | -4.5 | 3.1 | -7.6
COc1ccc(NC(=O)CSc2nnnn2-c2ccc(F)cc2)cc1 | -3.8 | -0.9 | -4.2 | -1.2 | -27.1 | 2.1 | 2.5 | 1.5 | -5.3
O=C(CSc1nnnn1-c1cccnc1)Nc1ccccc1F | -0.5 | 2.1 | 3.5 | 0.1 | 0.4 | 1.2 | 0.5 | 5.4 | -1.3
c1ccc(-c2ccccc2-n2cnnn2)cc1 | -5.5 | 1.6 | 1.4 | 0.3 | -6.0 | -5.9 | 4.6 | 6.7 | -4.5
Cc1c(NC(=O)CN2C(=O)NC(C)(c3ccc(OC(F)F)cc3)C2=O)c(=O)n(-c2ccccc2)n1C (stereo not drawn) | -9.5 | 1.2 | 2.2 | 4.0 | -7.3 | -1.5 | 0.9 | 3.1 | -3.4
CC(=O)NC(c1ccc(Cl)cc1)c1c(O)ccc2ccc(O)cc12 (stereo not drawn) | -9.0 | -4.7 | 6.5 | -9.7 | -0.6 | -7.0 | 13.4 | 8.4 | -4.2
CCOC(=O)/C(C(N)=NCc1ccco1)=C(/O)c1ccccc1 | -3.3 | -5.1 | -3.1 | -3.0 | 2.4 | -0.3 | -0.7 | 6.2 | -0.2
O=C1CCCN1CCCNS(=O)(=O)c1ccc(Br)s1 | 6.3 | 0.5 | 10.9 | 1.3 | 8.8 | 1.8 | 2.2 | 0.4 | -2.3
COCCNc1nnc(SCC(=O)N(C)c2c(N)n(Cc3ccccc3)c(=O)[nH]c2=O)s1 | 13.8 | 0.4 | 2.8 | 5.7 | -8.4 | 2.5 | 3.5 | -2.1 | 6.9
